High-throughput results (PubChem)
Giardia kill = kills Giardia lamblia. Giardia lamblia trophozoite viability. activity change, % at 7.66 µM, hits read low. 340,000 tested, 0.15% active. AID 540267; in the data active means activity change below about -80%; inconclusive means between about -30% and that limit;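 further: parasites exposed to compound for two days anaerobically before the ATP read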
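Anaerobic 48 hrs incubation at 37 deg C of 100 trophozoites/well with test compounds; ATPLite 1-Step luminescence, 15-30 min RT, reports cellular ATP as viability.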
GALK inh = blocks human galactokinase activity. P51570. Purified GALK, Kinase-Glo residual ATP luminescence. Potency, µM (top dose mostly 57.5 µM), for inactives: at the highest dose activity change, negative = inhibition, hits mostly inhibitors. 270,000 tested, 0.007% active. AID 1868; further: potency means the concentration at half of the fitted maximal effect
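ATP-depletion format; final 35 uM ATP, 100 uM D-galactose, 5 nM enzyme; pH 8.0 HEPES/Mg2+ buffer; 60 min RT; luminescence read 10 min after detection reagent.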
Eya2 inh = inhibitors of human Eya2 phosphatase activity. O00167. recombinant Eya2, OMFP fluorescence dephosphorylation (OMFP is methylfluorescein phosphate). Potency, µM (doses to about 76.9 µM), for the others: top-dose activity, negative = inhibition, usual class: inhibitors. 330,000 tested, 0.006% active. AID 488837; further: potency means the concentration at half of the fitted maximal effect
Target sequence (O00167 whole entry, looked up): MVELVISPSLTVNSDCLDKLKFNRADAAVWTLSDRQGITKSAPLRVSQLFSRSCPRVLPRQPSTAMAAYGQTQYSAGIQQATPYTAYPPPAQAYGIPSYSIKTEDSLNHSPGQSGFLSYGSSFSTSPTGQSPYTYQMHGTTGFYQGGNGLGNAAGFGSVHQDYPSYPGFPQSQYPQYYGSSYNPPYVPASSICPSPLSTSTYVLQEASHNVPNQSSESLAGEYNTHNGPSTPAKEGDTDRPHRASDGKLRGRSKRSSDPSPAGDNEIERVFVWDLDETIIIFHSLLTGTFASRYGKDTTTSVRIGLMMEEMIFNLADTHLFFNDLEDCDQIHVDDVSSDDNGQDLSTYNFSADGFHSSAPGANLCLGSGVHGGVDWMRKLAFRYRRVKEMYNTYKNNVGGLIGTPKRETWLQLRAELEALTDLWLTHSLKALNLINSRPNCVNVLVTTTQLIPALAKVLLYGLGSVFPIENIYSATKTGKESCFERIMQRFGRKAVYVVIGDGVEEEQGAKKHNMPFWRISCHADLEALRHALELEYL
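Eya2 (0.2 uM) preincubated 10 min at ambient with compound, then OMFP substrate added at 50 uM; 10 min reaction in 50 mM HEPES pH 7.5, 50 mM NaCl, 5 uM MgCl2, 0.05% BSA, 1 mM DTT. Fluorescence read at Ex 485/Em 525 nm.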
uPA generation = cell surface uPA generation inhibition | cell surface uPA generation assay, qHTS | Potency, µM (top dose mostly 38.3 µM), for inactives: top-dose activity change, negative = inhibition, usual class: inhibitors | 330,000 tested, 0.31% active; active means well fitted inhibition curve with a large enough effect; inconclusive means small, poorly fitted or top-dose-only effect; inactive means no such curve, though single readings can be large or run the other way; tested in mouse RAW 264.7 cells; further: potency means the concentration at half of the fitted maximal effect; nearly all actives have a fitted effect of over 55% in size
KCNH2 WT inh = blocks the wildtype human KCNH2 potassium channel | activity change, % at 1.84 µM | Q12809 | 340,000 tested, 0.37% active | U2OS, BacMam KCNH2, thallium flux FluxOr; hits give low values;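 active means maximum activity change below -70%; inconclusive means maximum activity change between -70% and -50%; inactive means maximum activity change above -50%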
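U2OS cells transduced with wild-type KCNH2 virus are loaded with FluxOr dye for 45 min, and thallium flux is measured in kinetic reads before and after stimulation buffer. Rate constants are normalized to DMSO controls.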
FBPA coupling cs = coupling enzyme interference in Giardia aldolase counter-screen. coupling enzyme system counterscreen, AmpLite Red fluorescence. activity change, negative = inhibition, % at 58.2 µM, hits read low. 290,000 tested, 0.67% active. AID 2472; in the data active means activity change below about -30%
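Counterscreen lacking aldolase: glyceraldehyde-3-phosphate coupling-enzyme reagent preincubated 10 min at RT with compound (at 57.5 uM final), then substrate/coupling system with AmpLite Red added; fluorescence read at 525/598 nm after 20 min RT.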
Chronic BCR inh = blocks chronic active B-cell receptor signaling. Potency, µM (top dose mostly 46.1 µM), without a hit: at the top dose ratio change, negative = lower green/red ratio, most hits filed as inhibitors. 340,000 tested, 0.05% active. AID 493014. ABC-DLBCL IkBa-CBG/CBR reporter, luminescence ratio, 4 h; active means well fitted inhibition curve with a large enough effect in the signal ratio, with a control signal flat, not every such curve was filed as active; inconclusive means small, poorly fitted or top-dose-only effect, or effect the other way, or a change in a side signal; the % refers to the signal ratio;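 further: potency means the concentration at half of the fitted maximal effect; plate controls were basal doxycycline-induced cells for no effect and cells given 10 µM MG132 for full effect; MG132 reads +100%, hits lower the ratio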
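TMD8 human ABC-DLBCL cells with doxycycline-inducible IκBα–green luciferase fusion and unfused red luciferase, in 0.5% FBS medium; compounds up to 46 uM, 4 h at 37C. Green/red luminescence ratio, filter-overlap corrected, fitted to concentration-response curves.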
USP2a block = inhibitors of human ubiquitin-specific protease USP2a; O75604; USP2 core, Ub-CHOP2 coupled fluorogenic reporter, 485/531; Potency, µM (highest dose often 38.3 µM), for the others: top-dose activity change, negative = inhibition, most hits filed as inhibitors; 330,000 tested, 0.01% active;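 further: potency means the concentration at half of the fitted maximal effect; plate controls were DMSO wells for no effect and full inhibition by NEM control for full effect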
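Deubiquitinase activity read as fluorescence (485/531 nm) after Ub-CHOP2 cleavage activates the enterokinase reporter on its substrate; USP2 core 10nM, Ub-CHOP2 and substrate 25nM each, 30min compound preincubation then 60min RT; data normalized to NEM, curves fitted.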
B2AR arrestin = recruits beta-arrestin to the human beta2-adrenergic receptor; P07550; beta-arrestin recruitment to beta2AR, cell-based reporter; Potency, µM (doses to about 46.1 µM), inactives show at the top dose activation, actives largely listed as activators; 330,000 tested, 0.02% active; AID 492947;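 further: potency means the concentration at half of the fitted maximal effect; 0% = DMSO controls and full agonism = EC100 isoproterenol or metaproterenol; nearly all actives have a fitted effect of over 65% in size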
PKM2 act = PKM2 (human) enzyme activation; P14618; purified PKM2, Kinase-Glo ATP luminescence, activation; response scale: 0% is enzyme alone, no compound; Potency, µM (top dose mostly 57.5 µM), inactives show at the top dose activation, most hits filed as activators; 260,000 tested, 0.34% active; AID 1631; further: potency means the concentration at half of the fitted maximal effect; nearly all actives have a fitted effect of over 55% in size
Target sequence (P14618 whole entry, looked up): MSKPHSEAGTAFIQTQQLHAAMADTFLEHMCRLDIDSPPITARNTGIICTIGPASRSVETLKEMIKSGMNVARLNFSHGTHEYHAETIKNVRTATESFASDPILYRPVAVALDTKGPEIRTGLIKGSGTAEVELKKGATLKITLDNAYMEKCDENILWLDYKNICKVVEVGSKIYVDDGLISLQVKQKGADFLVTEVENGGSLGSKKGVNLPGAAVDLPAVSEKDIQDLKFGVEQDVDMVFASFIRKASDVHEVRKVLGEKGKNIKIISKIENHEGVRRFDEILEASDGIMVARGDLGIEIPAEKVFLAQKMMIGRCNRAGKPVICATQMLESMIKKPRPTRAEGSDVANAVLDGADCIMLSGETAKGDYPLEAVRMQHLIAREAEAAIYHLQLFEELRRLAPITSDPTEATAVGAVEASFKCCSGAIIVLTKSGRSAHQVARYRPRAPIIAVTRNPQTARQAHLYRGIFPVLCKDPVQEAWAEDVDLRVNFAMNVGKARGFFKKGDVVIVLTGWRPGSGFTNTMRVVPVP
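Purified hPK-M2 (>95%) run at intermediate activity with 0.1 mM ADP and 0.5 mM PEP in 50 mM imidazole pH 7.2, KCl, MgCl2; 1 h room temperature. ATP formed read by Kinase-Glo luminescence; normalized to uninhibited and no-enzyme controls.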
KCNH2 3.1 inh = KCNH2 3.1 (human) potassium channel inhibition; U2OS KCNH2 3.1, thallium flux FluxOr; hits give low values; activity change, % (tested at about 1.8 µM); 340,000 tested, 0.95% active;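 active means maximum activity change below -70%; inconclusive means maximum activity change from -70% to -50%; inactive means maximum activity change above -50%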;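 further: thallium influx rate constant from kinetic fluorescence after stimulation buffer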
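Virally transduced U2OS (3.1 isoform, 4 h infection in dark at RT) → overnight 37 C → FluxOr + Red40 in HBSS/HEPES, 45 min → stimulation buffer, 2 min kinetic read → rate constant vs DMSO controls.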
* hit, by the source's call; ? = inconclusive; . = not tested or not shown; [ ] = dose if it differs, or a comment. Unless noted, the call rests on the fitted dose curve; in most records, active means well fitted curve in the direction sought with a large enough effect; inconclusive means small, poorly fitted or top-dose-only effect, or another doubt; inactive means no such curve, though single readings can be large; an effect the other way counts as inactive or inconclusive. Unless noted, on the % scale 0 is the no-effect control and ±100 the full control effect.

SMILES	Giardia kill	GALK inh	Eya2 inh	uPA generation	KCNH2 WT inh	FBPA coupling cs	Chronic BCR inh	USP2a block	B2AR arrestin	PKM2 act	KCNH2 3.1 inh
Cc1ccc(C)c(N2CCN(C(=O)CCC(=O)Nc3nnc(CC(C)C)s3)CC2)c1	-9	-6%	4%	1%	5	.	0%	1%	-0.3%	.	-2
CCOC(=O)c1cc(S(=O)(=O)NC2CCC(C)CC2)cn1C (stereo not given)	2	1%	-9%	-3%	-7	.	?	1%	-0.4%	.	-1
O=S(=O)(NCc1ccco1)c1ccc(Cl)cc1Cl	35[activator]	9%	-10%	-5%	-11	-1	-1%	8%	-0.4%	9%	5
Cc1nnc(SCC(=O)c2c(N)n(C3CC3)c(=O)[nH]c2=O)n1C	-3	.	7%	-9%	-2	.	-2%	4%	-0.6%	.	1
Cc1ccc2c(c1)N(S(=O)(=O)c1cc(-c3onc(C)c3C)ccc1C)CCO2	7	6%	-4%	-6%	-5	1	6%	-6%	0.3%	3%	9
N#Cc1c(-c2ccc(Cl)cc2)c2c([nH]c1=O)-c1ccccc1OC2	3	-3%	1%	0%	0	-1	4%	0%	0.4%	14%	5
O=c1[nH]c2ccc(NCc3ccc(OCc4ccccc4Cl)cc3)cc2[nH]1	-13	.	-27%	-3%	-3	0	?	-2%	-0.1%	.	-7
CC(C)C(OC(=O)c1ccco1)C(=O)NCc1cccs1 (stereo not given)	0	4%	2%	2%	-7	-6	1%	-1%	0.0%	12%	-15
CCOc1ccccc1NC(=O)c1nnn(-c2ccc3c(c2)OCCO3)c1N	-9	1%	-2%	10%	-9	-1	?	0%	0.0%	-2%	3
COc1ccc2nc(NC(=O)CNS(=O)(=O)c3cccs3)sc2c1	8	-2%	2%	-6%	-1	-1	-24%	-1%	0.2%	5%	-12
O=c1c(Cc2ccc(F)cc2)c(O)ccn1CCCn1ccnc1	8	4%	5%	-25%	.	0	-9%	3%	0.0%	-4%	-9
CCOC(=O)C(CC)Sc1nnc2n1C(C)(C)Cc1ccccc1-2 (stereo not given)	3	-2%	9%	3%	-3	4	-17%	3%	-0.2%	-2%	13
CC(C)CN(C(=O)c1ccc2c(c1)OCO2)C1CCS(=O)(=O)C1 (stereo not given)	3	.	14%	-1%	4	.	3%	0%	-0.4%	.	-2
Cc1ccccc1Oc1nc2c(C)cccn2c(=O)c1/C=C(\C#N)C(=O)NC1CCS(=O)(=O)C1 (stereo not given)	1	3%	12%	-9%	5	0	?	-2%	0.2%	10%	-3
CCOCCCNC(=O)C(c1ccc(C)cc1)N(Cc1ccc2c(c1)OCO2)C(=O)c1cnccn1 (stereo not given)	20	-2%	5%	-3%	10	1	2%	1%	-1.0%	0%	20
COc1ccccc1CCc1nnc(CCC(=O)NC(C)Cn2nc(C)cc2C)o1 (stereo not given)	-16	-1%	-3%	2%	10	2	1%	6%	0.1%	1%	-1
O=C(Cn1cnc2ccccc21)N/N=C/c1cccnc1	-2	1%	5%	-2%	2	3	14%	7%	0.1%	0%	4
CC(=O)Nc1ccc(C(=O)OCc2ccc(F)cc2Cl)cc1	2	-1%	1%	0%	?	3	?	1%	-0.6%	4%	-11
O=C(CN1C(=O)NC2(CCCC2)C1=O)N1CCN(S(=O)(=O)c2ccccc2Br)CC1	7	4%	9%	6%	-17	6	?	0%	0.2%	-2%	2
Cc1ccc2nc(NC(=O)Cn3cc4c(n3)CCCCC4)sc2c1	15	-2%	-16%	1%	3	4	?	0%	-0.3%	3%	5
CCOc1ccc(/C=N/NC(=O)C(OC)c2ccccc2)cc1 (stereo not given)	-11	-2%	1%	5%	-16	-3	-7%	2%	4.4%	0%	-6
COc1ccc(C(=O)N2CCCC(CO)(Cc3ccccc3C)C2)o1 (stereo not given)	-6	0%	2%	4%	-9	.	0%	2%	0.1%	.	-2
COc1ccc(OC)c2c1C(=O)c1ccccc1C2=O	-17	0%	40%	-9%	4	-20	-5%	?	-0.9%	-6%	7
CSc1ncccc1C(=O)Nc1ccccc1N1CCOCC1	-13	.	0%	2%	4	.	0%	-1%	-0.2%	.	-12
CC(=O)N(CN1C(=O)C2C3C=CC(C3)C2C1=O)c1cccc(Cl)c1 (stereo not given)	2	2%	-8%	-1%	2	0	-5%	-2%	-0.3%	5%	6
O=C(CCCN1C(=O)/C(=C/c2ccc(F)cc2)SC1=S)NCCCn1ccnc1	-15	0%	2%	-14%	0	-2	?	3%	-0.4%	.	5
O=C(NCCS(=O)(=O)N1CCN(c2ccccc2F)CC1)c1cc(=O)c2ccccc2o1	29	1%	1%	-2%	7	-1	-1%	0%	0.0%	-8%[0.46 µM]	10
CCC(=O)N1CCc2cc(S(=O)(=O)CCC(=O)Nc3ccc(OC)c(OC)c3)ccc21	6	4%	-3%	0%	3	-2	-3%	0%	-0.1%	-10%	21
Cc1cccn2c(=O)c3cc(C(=O)NCCN4CCOCC4)c(=N)n(Cc4cccnc4)c3nc12	-26	-3%	1%	-3%	12	.	1%	5%	0.4%	8%	-8
CCOC(=O)COc1nc(OC)nc(N2CCOCC2)n1	5	2%	11%	0%	0	3	0%	1%	-0.5%	-2%	3
CCOC(=O)Cc1c(C)[nH]n(-c2ccccc2)c1=O	3	.	2%	1%	4	-3	10%	1%	-0.1%	8%	6
COc1ccc(CN2CCC(CO)(CCOc3ccccc3)CC2)c(OC)c1C	1	3%	-23%	-2%	-14	0	?	2%	-1.1%	-1%	?
O=C(COC(=O)c1cccnc1Nc1cccc(C(F)(F)F)c1)NC1CCS(=O)(=O)C1 (stereo not given)	19	-1%	9%	3%	-2	-4	?	2%	-0.8%	4%	-2
O=c1c2ccccc2oc2nc(-c3ccco3)n(Cc3ccccc3)c(=O)c12	22	-1%	-4%	-5%	2	5	?	1%	-0.3%	3%	-1
Clc1ccc(/C=N/Nc2nnc(Cl)c3ccccc23)cc1	-11	-3%	-12%	4%	-4	-1	?	1%	1.1%	-13%	?
COc1ccc(C2C=C(C)Nc3nc(SC)nn32)cc1 (stereo not given)	11	3%	0%	5%	-9	0	1%	1%	0.4%	6%	-3
COc1cc(C(C)=O)ccc1OCC(O)CN1CCN(c2ccc(C)cc2C)CC1 (stereo not given)	12	-2%	4%	-5%	4	2	-3%	0%	0.2%	0%	-10
C[C@H](CO)N1C[C@H](C)[C@@H](CN(C)C(=O)Nc2ccc(C(F)(F)F)cc2)Oc2c(NC(=O)Nc3ccc4c(c3)OCO4)cccc2C1=O	-20	.	-16%	-2%	-12	.	0%	-3%	-0.1%	.	19
CCOC(=O)Cc1csc(NC(=O)c2ccc(S(=O)(=O)N3CCCCC3)cc2)n1	3	-6%	5%	.	-8	0	0%	1%	0.4%	0%	-12
COc1ccc(CCNC(=O)CCn2c(=O)c3ccccc3n(CC(=O)NCC3CCCO3)c2=O)cc1OC (stereo not given)	-23	1%	0%	-3%	-24	-1	1%	2%	0.1%	0%	-2
Cc1ccc(S(=O)(=O)c2cc3ccccc3oc2=Nc2ccc3c(c2)OCCO3)cc1	0	0%	1%	4%	-3	1	4%	2%	-1.9%	-4%	-20
Cc1ccc(/C=C/C(=O)OCC(=O)Nc2cccnc2Cl)o1	-11	.	2%	2%	-2	.	?	1%	0.0%	.	-2
O=C(c1cccc(S(=O)(=O)N2CCOCC2)c1)N1CCCC1	3	0%	6%	3%	-6	0	0%	0%	0.0%	0%	0
O=C(NCCN1CCCC(O)C1)c1cc(COc2ccc(F)cc2Cl)on1 (stereo not given)	-2	7%	10%	-11%	1	1	-14%	1%	-0.7%	-2%	-10
COc1ccccc1C(=O)O/N=C(\N)c1ccccn1	-3	7%	1%	-13%	6	-6	?	-1%	-0.7%	-9%	6
Cc1ccc(Cn2nc(C)c(NC(=O)c3cc(-c4ccco4)on3)c2C)cc1	-9	-1%	-9%	.	-7	3	-4%	2%	-0.1%	-1%	7
O=C(NCC1COc2ccccc2O1)C1CCC(CNc2c(N3CCCCC3)c(=O)c2=O)CC1 (stereo not given)	-3	2%	9%	7%	4	6	-19%	0%	-0.3%	-2%	-9
CN1CCC(=NNC(=O)CSCc2ccccc2)CC1	-13	-1%	12%	9%	13	-2	?	3%	-0.7%	-3%	7
O=C(CSc1nnc(-c2ccncc2)n1CC1CCCO1)NCc1ccccc1 (stereo not given)	-3	-2%	-4%	-3%	5	1	19%	-1%	0.1%	-1%	18
CN(C[C@H](Cc1ccccc1)N(C[C@H](Cc1cccc2ccccc12)N(CCc1ccccc1)N=O)N=O)N=O	13	2%	-1%	14%	.	0	-1%	1%	-0.2%	-5%	.
